# Bioassay records (PubChem)
# HIV RNase H inh: inhibitors of HIV-1 reverse transcriptase RNase H | P04585 | 1.9% of 65,000 active | inhibition, % at 10 µM | RT-RNase H RNA/DNA duplex cleavage, fluorescence | AID 565; in the data active means inhibition above about 50%
# RmlCD inh mix: inhibitors of RmlC and RmlD coupled enzymes. RmlC/RmlD coupled enzyme inhibition, 384-well mixture HTS. inhibition, % at 5.5 µM. 0.39% of 110,000 active. AID 1532; in the data active means inhibition above about 30%, passing the limit was not always enough; further: strong numbers were not always called active
# Starred values were filed as active, the others as inactive; . = no result given. An excerpt (hit frequency here may not be typical).
smiles	HIV RNase H inh	RmlCD inh mix
Cc1csc(NC(=O)CSc2nc(C)cs2)n1	-2	-8
Cc1c(Cl)cccc1NC(=O)c1cc(-c2ccccc2O)n[nH]1	.	7
CCOc1ccc(OCC)c(NC(=O)C(NS(=O)(=O)c2ccc3c(c2)oc(=O)n3C)C(C)C)c1 (centres undefined)	5	-5
COC(=O)C1=C(C(=O)OC)[C@@H]2N(C)c3ccc(OC)cc3[C@@]23C[C@@H](C(=O)OC)N(C(=O)c2cc(C)oc2C)C3=N1	.	4
CCOc1ccc(C2CC(c3ccc(F)cc3)n3ncnc3N2)cc1 (centres undefined)	0	.
Cc1cc(C)c2c(n1)nn1c(N3CCN(c4ccccc4C)CC3)cc(C)nc21	13	.
O=C(O)CCc1ccc(-c2cccs2)n1Cc1ccco1	-7	-14
CCOC(=O)/C=C1\SCC(=O)N1CC(=O)Nc1ccc(C(C)C)cc1	.	-14
O=C(NCc1cccnc1)c1cccc2c1C(=O)N(Cc1cccnc1)C2	.	6
O=c1[nH]c2ccccc2nc1Cc1ccccc1	-33	.
CCN(CC)C(=O)CSc1nnc(C2CCCCC2)o1	.	-1
CC(C)c1cc(-c2cc(C(=O)NCc3ccccc3)on2)nc(NC2CCCC2)n1	.	-21
O=C(Nc1ccc(Cl)cc1)[C@@H]1[C@@H]2C(=O)N(c3ccc(Cl)cc3)C(=O)[C@@H]2[C@H]2C=CC=NN21	.	5
CCOC(=O)c1c(NC(=O)CSc2c[nH]c3ccccc23)sc2c1CCC2	.	4
CCC(c1nnnn1C1CCCC1)N1CCN(c2ccccc2)CC1 (centres undefined)	-6	-16
Cc1ccc(NC(=S)N/N=C/c2ccc(Cl)c([N+](=O)[O-])c2)cc1	.	-7
CC1(C)N=C(N)N=C(N)N1c1ccccc1	.	13
C[C@@]12CC(=O)NC1N(C(=O)c1cccc(C(F)(F)F)c1)C(c1ccccc1OC(=O)c1cccc(C(F)(F)F)c1)C2 (some centres undefined)	.	-8
Cc1nn(CC(O)Cn2c3c(c4ccccc42)CCN(C)C3=O)c(C)c1Br (centres undefined)	-26	-9
CC(=Nc1c(C)n(C)n(-c2ccccc2)c1=O)c1c(O)n(Cc2ccccc2)c(=O)[nH]c1=O	.	-8
O=C(c1ccco1)c1cn(Cc2ccccc2Cl)c2ccccc12	.	-10
O=C(CNC(=O)c1ccco1)OCC(=O)c1ccccc1	-5	.
O=C(CSc1nnc(Cc2ccccc2)n1-c1cccc(Cl)c1)N1CCOCC1	-1	-2
CC1=CCC2C(=O)N(c3nc4ccccc4n3C)C(=O)C2C1 (centres undefined)	-2	13
O=C1CN(C(=O)c2cccs2)c2ccccc2N1	-11	-31
CCCCCOC(=O)c1[nH]c2c(c1C)C(=O)CC(c1ccco1)C2 (centres undefined)	31	-24
Nc1nonc1C(=O)NCCNCc1ccccc1OCc1ccccc1F	-35	-8
CCCCc1ccc(Nc2ncccc2C#N)cc1	.	-8
CS(=O)(=O)N(Cc1ccccc1)c1ccccc1C(=O)N1CCN(c2ccccc2)CC1	.	7
O=c1[nH]c(Nc2ccccn2)cc2ccccc12	.	32
O=C1c2ccccc2C(=O)N1CCCc1nc(-c2cccnc2)no1	-34	16
Cc1c(C#N)c(N=CN(C)C)c(C(=O)c2ccc(Br)cc2)n1-c1ccc(Cl)cc1	.	9
Cc1nn2c3ccccc3nc2c2ccccc12	-27	13
COc1ccc(CN(Cc2nc3ccccc3c(=O)[nH]2)C(=O)NC2CCCCC2)cc1	-7	-9
O=C(CN1CCN(C(=O)N2CCOCC2)CC1)Nc1ccc(Br)cc1	-4	11
COc1cc(CNc2cccc(F)c2)cc(Br)c1O	-12	3
O=C(c1cc2c(=O)oc3ccccc3c2s1)N1CCN(c2ncccn2)CC1	-95	.
Cn1c(-c2cc3ccc(OC(=O)C(C)(C)C)cc3oc2=O)nc2ccccc21	.	-41
Cc1ccc(CNc2ccc(N3CCOCC3)cc2)s1	-5	-7
CCCNC(C)C(=O)Nc1ccccc1C (centres undefined)	.	-15
CC(C)C(NC=C1C(=O)OC(C)(C)OC1=O)C(=O)O (centres undefined)	.	-10
CCOc1ccc(/C=C/C2=Cc3c(sc(NC(=O)CSc4n[nH]c(N)n4)c3C#N)C(C)(C)C2)cc1	.	-5
CCOC(=O)c1c(C)[nH]c(C(=O)COc2ccc3c(c2)OCO3)c1C	-21	2
Cc1cc(C(=O)N2CCN(c3ccccc3)CC2)c(C)o1	.	-10
COCCNC(=O)c1cc2c3ccccc3n(C)c2s1	.	3
CCn1c(=O)cc(SCC(=O)N2CCN(c3ccccc3OC)CC2)c2ccccc21	71*	-10
Cc1ccc(C(=O)c2cncc(Br)c2)cc1	-26	-12
CCOC(=O)C1=C(CNCc2ccccc2Cl)NC(=O)NC1c1ccc2c(c1)OCO2 (centres undefined)	-13	3
Cc1ccc(C(=O)NC2CCCCCC2)cc1N1CCCC1=O	-19	-27
Cc1cc(C)n2c(Br)c(CN3CC4CC(C3)c3cccc(=O)n3C4)nc2n1 (centres undefined)	-11	12
CCOc1ccc(NC(=O)CSC(N)=O)cc1	20	-7
FC(F)Sc1ccc(NC(=S)NCC2CCCCC2)cc1	.	12
Cc1ccc(CN(C(=O)CNC(=O)c2cccs2)C(C(=O)NCC2CCCO2)c2ccccc2)cc1 (centres undefined)	.	-14
COc1ccc(NC(=O)c2ccco2)cc1NC(=O)c1ccc(C)cc1	3	5
COC(=O)Nc1nc(-c2ccccc2)c(C(=O)c2ccc(Cl)cc2)s1	.	0
NS(=O)(=O)c1ccc(NC(=O)N[C@@H](Cc2ccccc2)C(=O)O)cc1	-3	-8
COc1ccc(S(=O)(=O)N(C)CC(=O)Nc2ccc3c(c2)OCO3)cc1	.	-9
CC(C)Oc1ccc(/C=N/NC(=O)C2CCCN2S(=O)(=O)c2ccc(Cl)cc2)cc1 (centres undefined)	.	-6
O=C(Cn1nc(-c2ccccc2)ccc1=O)NCc1ccc2c(c1)OCO2	-5	-1
COc1ccc2[nH]c(=O)c(CN(CC3CCCO3)C(=O)Nc3ccc(F)cc3)cc2c1 (centres undefined)	-1	6

# Additional records:
smiles	HIV RNase H inh	RmlCD inh mix
COC(=O)c1ccc(C23CC4(C2)[C@H](CN(Cc2ccc(C(F)(F)F)cc2)[C@@H]4c2ccccc2)C3c2ccccc2)cc1 (some centres undefined)	.	-6
Cc1cccc(-c2noc(CCCOc3ccc(Cl)cc3Cl)n2)c1	.	14
Cc1ccc(N2C(=O)CSC2c2ccccn2)cc1Cl (centres undefined)	.	-10
COC(=O)C1C2C=CC(C3CC23)C1C(=O)OCC(=O)c1ccccc1 (centres undefined)	.	-12
COc1ccc(-c2nc(-c3ccccc3OC)no2)cc1OC	-10	-8
CCOc1ccc(-n2ccnc2SCC(=O)Nc2nnc(C)s2)cc1	-1	-13
CCN(CC)S(=O)(=O)c1ccc(NC2c3ccccc3C(=O)N2CCN2CCOCC2)cc1 (centres undefined)	-11	10
O=C(CN(c1ccc(Cl)cc1)S(=O)(=O)c1ccccc1)N/N=C/c1ccco1	.	-1
O=C1N(Cc2ccccc2F)c2ccccc2C12OCCCO2	.	6
COc1cccc(C(=O)Nc2cccc(-c3nc4ncccc4o3)c2C)c1	-5	-9
Cc1ccc(-c2nnc(SCC(=O)Nc3sc(C)c(C)c3C#N)n2C)cc1	.	-14
Nc1nonc1-c1nc2ccccc2n1CC(=O)N/N=C\c1ccc(-c2ccc(Cl)cc2)o1	.	-46
CCN(CC)S(=O)(=O)c1ccc(NC(=O)Cn2c(=O)sc3ccccc32)cc1	-8	-12
Cc1ccccc1-c1nnc(-c2ccc(Br)cc2)o1	-8	6
CCN(CC)C(=O)c1ccc(CS(=O)(=O)c2ccc(OC)cc2)o1	-7	-12
O=C(c1nc2ncccn2n1)N1CCN(c2ccc(F)cc2)CC1	-2	-8
COc1cc(-c2nnc(CSc3nc4ccccc4s3)o2)cc(OC)c1OC	-51	-6
O=C(CN(Cc1ccccc1)S(=O)(=O)c1ccccc1)N/N=C/c1ccccc1[N+](=O)[O-]	.	2
COc1ccc(C(c2nnnn2C2CCCC2)N2CCC(C)CC2)c(OC)c1 (centres undefined)	-18	-2
COc1ccccc1NC(=O)C1=C(C)NC(=O)NC1c1cccc(OC)c1OC (centres undefined)	2	8
CCOc1ccc2nc(SCC#N)c(C#N)cc2c1	-7	5
Cc1ccc(-c2nnc(CSc3nc(C(C)C)nc4sc(C)c(C)c34)o2)cc1	.	-13
Cc1cn(C(=O)c2cccc(Br)c2)c(C)n1	-23	-5
CCCOc1ccc(CNC(=O)Cn2c(=O)oc3ccccc32)cc1	.	-5
CCCCNc1c([N+](=O)[O-])cc(C)cc1[N+](=O)[O-]	.	9
Oc1ccc(Cl)cc1C1=NCCNC(C(F)(F)C(F)F)=C1	.	-7
O=C(CCCCCN1C(=O)CCC1=O)NCc1ccccc1	0	-13
N#CCCn1c(SCC(=O)c2c[nH]c3ccccc23)nc2ccccc21	26	-15
COc1ccccc1N1CCN(C(=O)c2c(C)cc(=O)oc2C)CC1	-11	-19
CCOC(=O)c1cnc2nc(NCc3ccc(OC)c(OC)c3)[nH]n2c1=O	5	4
CCCCNC(=O)Nc1cc(C(=O)OC)ccc1C	2	13
Cc1cc(/C=C2\C(=N)N3C(SCc4ccccc4)=NSC3=NC2=O)c(C)n1Cc1ccccc1	.	65
O=C(Nn1nnnc1Nc1ccccc1)C12CC3CC(CC(C3)C1)C2	-2	-6
CCCCCn1c(CN2CCCCC2C)nc2c1c(=O)n(C)c(=O)n2C (centres undefined)	-2	-2
O=C(c1ccc(Br)o1)N1CCN(c2ccccn2)CC1	-5	-68
CC(C)C1C2=C(CC(C)(C)CC2=O)ON1c1ccccc1 (centres undefined)	-8	3
Cn1c(=O)c2c(nc(N3CCCC3)n2CC(O)CO)n(C)c1=O (centres undefined)	4	12
COC(=O)c1[nH]c2cccc(Cl)c2c1NC(=O)CN(C)C1CCCCC1	-3	-11
Cc1ccc(-n2c(COc3c(C)cccc3C)nnc2SCC(=O)Nc2nccs2)cc1	.	7
Cc1ccccc1S(=O)(=O)c1c(C)cc(C)n(CC(C)C)c1=O	.	8
c1ccc(-c2nc(CSc3nnc(-c4cccs4)o3)cs2)cc1	-86	-11
O=C(NCc1ccc(OC(F)(F)F)cc1)C1CC(c2ccccc2C(F)(F)F)=NO1 (centres undefined)	.	-6
CCCCCCNC(=O)C(C(=O)OCC)C1CCCCC1 (centres undefined)	16	-13
CCCCC1CCC(/C(N)=N/O)CC1 (centres undefined)	2	-1
COCc1cc(C)nc2sc(C(=O)NC3CCCCC3)c(N)c12	.	-14
Cc1cc2cc(CCNC(=O)C(C)C)c(=O)[nH]c2cc1C	-6	-15
CCOc1ccc(C2=NNC(c3cccs3)=Nc3ccc(OC)cc32)cc1	.	-11
O=C(C1CCCN(S(=O)(=O)c2cccs2)C1)N1CCc2ccccc2C1 (centres undefined)	-41	8
CC(C)OCCCNS(=O)(=O)c1ccc2c(c1)oc(=O)n2C	-9	-4
CCn1c(=N)c(C(N)=O)cc2c(=O)n3cccc(C)c3nc21	-46	.
COCCNC(=O)c1ccccc1NC(=O)c1ccccc1N(C)S(=O)(=O)c1ccc(C)cc1	.	8
O=C(Cn1nc(C(F)(F)F)c2c1CCCC2)Nc1ccc2c(c1)OCO2	8	5
Cc1ccc(-c2nn(C)c(=O)c3ccccc23)cc1S(=O)(=O)NCCN1CCOCC1	-2	8
COc1ccc(CNc2ccc3c(c2)CCC3)cc1OC	.	3
CCOc1cc(C(=O)Nc2c(C)ccc3nsnc23)cc(OCC)c1OCC	.	-11
Fc1ccccc1N1CCN(Cc2nc(-c3ccc(Cl)cc3Cl)no2)CC1	-2	-9
CCCCn1c(SCC(=O)Nc2nnc(C)s2)nnc1-c1ccoc1C	1	7
Cc1nc2c(c(=O)n1Cc1ccccc1Cl)c1nc3ccccc3nc1n2Cc1ccco1	38	.
